EPAC2 ag: EPAC2 (human) agonism | Q8WZA2 | EPAC2 activation, biochemical qHTS; response scale: 100% = 6.5 mM cAMP response | Potency, µM (series often up to 154 µM), without a hit: at the top dose activation, most hits filed as activators | actives 0.079% (n = 360,000) | AID 720711; also: potency is read from the fitted curve at half-maximal effect; nearly all actives have a fitted effect of over 50% in size
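Compounds were titrated in qHTS against a Rap1B-BODIPY-GDP (250 nM) complex with EPAC2 (100 nM) and GDP (50 uM). BODIPY-GDP release tracked at 480/540 nm over 30 min at room temperature, normalized to 6.5 mM cAMP.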
aSyn yeast inh: rescues yeast growth from alpha-synuclein toxicity; Yeast expressing alpha-synuclein, growth rescue, BacTiter-Glo, 24 h; Potency, µM (titrated, usually from 46.1 µM), inactives show top-dose growth rescue (activation), usual class: activators; actives 0.14% (n = 370,000); also: potency is read from the fitted curve at half-maximal effect; % of control where 0% means no effect; nearly all actives have a fitted effect of over 65% in size
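Readout is rescue of growth in alpha-synuclein-expressing yeast, so inhibitors of toxicity appear as activators. Growth after 24 hr at 30 deg C in galactose medium is quantified by luminescence.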
EPAC2 antagonist: antagonists of human EPAC2; Q8WZA2; EPAC2 GEF exchange of Rap1B-BODIPY-GDP, fluorescence; Potency, µM (titrated, usually from 114 µM), for inactives: at the highest dose activity, negative = inhibition, usual class: inhibitors; actives 0.18% (n = 360,000); AID 720708; also: potency is read from the fitted curve at half-maximal effect; % is scaled to controls: 0 for no effect and ±100 for the full control effect; nearly all actives have a fitted effect of over 45% in size; many of its hits are not listed in these tables
Abeta yeast res: restores growth of yeast expressing A-beta42 peptide | yeast expressing A-beta42, growth rescue, OD600, 48 h; response scale: 0% DMSO, 100% iron-clioquinol control | Potency, µM (series often up to 46.1 µM), for inactives: at the highest dose growth rescue, usual class: activators | actives 0.063% (n = 410,000) | AID 1347071; also: potency is read from the fitted curve at half-maximal effect; nearly all actives have a fitted effect of over 55% in size
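Growth rescue measured by 600 nm absorbance after 48 h yeast culture at 30 C with compound. Values normalized between DMSO and an equimolar ferric chloride plus clioquinol control.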
D3 antag: blocks the human D3 dopamine receptor; max response, negative = inhibition, %; AID 652054; actives 2.5% (n = 360,000); P35462; D3R cells, DiscoveRx beta-arrestin luminescence, antagonist mode; hits give low values; in the data active = max response below about -50%; inconclusive = no clear call, values can overlap the other calls; also: % is scaled to controls: 0 for no effect and ±100 for the full control effect; mostly tested at two doses, the higher about 12 µM
Target sequence (P35462 whole entry, looked up): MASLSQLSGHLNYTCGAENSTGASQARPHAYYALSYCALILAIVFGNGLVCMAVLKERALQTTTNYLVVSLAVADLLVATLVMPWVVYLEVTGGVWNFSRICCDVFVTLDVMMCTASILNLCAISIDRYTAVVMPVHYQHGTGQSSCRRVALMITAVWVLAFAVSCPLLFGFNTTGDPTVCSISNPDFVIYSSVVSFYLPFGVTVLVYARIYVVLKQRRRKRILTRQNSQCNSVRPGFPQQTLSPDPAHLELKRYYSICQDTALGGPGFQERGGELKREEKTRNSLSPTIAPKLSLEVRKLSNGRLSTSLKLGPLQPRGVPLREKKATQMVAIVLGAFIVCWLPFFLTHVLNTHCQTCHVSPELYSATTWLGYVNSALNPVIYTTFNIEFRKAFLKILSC
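Cells expressing the human receptor were seeded at 1500 cells/well, incubated overnight at 37 degrees C in 5% CO2, then exposed to library compounds with dopamine controls for 90 minutes at 37 degrees C before luminescent detection.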
TDP43 rescue: TDP-43 toxicity inhibition in yeast; TDP-43 expressing yeast growth rescue, BacTiter-Glo, 24 h; Potency, µM (highest dose often 46.1 µM), without a hit: at the top dose growth rescue (activation), usual class: activators; actives 1.8% (n = 410,000); AID 652104; also: potency is read from the fitted curve at half-maximal effect; % of control where 0% means no effect; nearly all actives have a fitted effect of over 50% in size
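Growth rescue of TDP-43-toxic yeast measured as ATP luminescence (BacTiter-Glo). Cells grown to mid-log in raffinose, induced in galactose at OD600=0.02, exposed to compound 24 hr at 30 deg C.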
DRD3 agonist: D3 dopamine receptor (human) agonism; AID 652048; max activation, %; actives 0.58% (n = 410,000); D3R DiscoveRx beta-arrestin cells, luminescence, 90 min; in the data active = max activation above about 30%; also: 0% is about no effect; mostly tested at two doses, the higher about 12 µM
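Agonist mode: compounds and dopamine controls were applied to plated cells for 90 min at 37 degrees C after an overnight attachment at 1500 cells/well. Luminescent read-out followed 30 - 60 minutes at room temperature with DiscoveRx detection reagent.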
FUS suppressor: FUS proteinopathy suppression in yeast. S. cerevisiae FUS-expressing, growth rescue, OD600, 24 h. Potency, µM (highest dose often 76.6 µM), for inactives: top-dose growth rescue (activation), actives largely listed as activators. actives 0.24% (n = 390,000). AID 1347120;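 also: potency is read from the fitted curve at half-maximal effect; plate controls were DMSO vehicle for no effect and reference control for full effect; nearly all actives have a fitted effect of over 55% in size; some results filed as inactive show a strong effect at the top dose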
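Steps: raffinose overnight preculture; dilution to OD 0.005 in 2% galactose minimal medium; compound addition (concentration series); 24hr at 30C, 99% humidity; absorbance read at 600 nm.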
* marks the source's active call; other numbers are inactive results; u = inconclusive; x = no result given; [ ] = another dose, or the depositor's remark. Unless noted, calls follow the shape of the dose curve; as a rule, active = well fitted curve in the direction sought with a large enough effect; inconclusive = small, poorly fitted or top-dose-only effect, or another doubt; inactive = no such curve, though single readings can be large; an effect the other way counts as inactive or inconclusive. These rows are one share of the data; rates above refer to the full screens.

Values run as follows: D3 antag, EPAC2 antagonist, DRD3 agonist, aSyn yeast inh, Abeta yeast res, TDP43 rescue, EPAC2 ag, FUS suppressor
> O=C(CNC(=O)c1ccccc1)NCC(=O)OCC(=O)c1ccc(F)cc1
 : 0, 1%, -2, 5%, 3%, -14%, -6%, x
> Cc1cc(C)n(C(=O)c2ccc(NC(=O)C3CC3)cc2)n1
 : -3, 0%, 3, 4%, -10%, 24%, 5%, -16%
> O=C(C[C@H]1CC[C@@H]2[C@H](COC[C@H](O)CN2Cc2cccc(C(F)(F)F)c2)O1)NCCc1ccccc1
 : 11, 2%, -1, 16%, 9%, 16%, -10%, 26%
> COc1ccc(C(=O)Nc2ccc3[nH]c(-c4cccc(OC)c4)cc(=O)c3c2)cc1
 : u, 9%, -48, -8%, 0%, -18%, 0%, -2%
> COc1ccc(C(=O)NNC(=O)COc2ccc(Cl)cc2)c(OC)c1
 : 2, -1%, 7, 2%, 10%, 10%, 0%, x
> Cc1cccc(N(C)S(=O)(=O)c2ccc3c(c2)CCC(=O)N3)c1
 : 2, 26%, -3, 0%, -16%, -21%, 11%, 19%
> Cc1cccc(C)c1NC(=O)CN(C)C(=O)c1cccc(S(=O)(=O)N2CCN(c3ccccc3)CC2)c1
 : 17, 6%, -11, 1%, 0%, -17%, 9%, x
> CCc1cc(C(c2ccc(OC)c(OC)c2)N2CCOCC2)c(NC(=O)c2ccccc2)s1 (stereo unspecified)
 : 0, -23%, -1, 18%, u, -3%, 13%, x
> Cc1ccc(C(=O)Nc2cccc(-c3ccc(N4CCOCC4)nn3)c2)cc1C
 : 30, -5%, -6, -12%, 2%, 1%, 3%, 6%
> CC(C)N(Cc1ccccc1)C(=O)COC(=O)c1ccccc1SCC(=O)N1CCCC1
 : 59, -11%, 11, 0%, 6%, 2%, 7%, 28%

Reprinted from the listing (two entries):
Values run as follows: D3 antag, EPAC2 antagonist, DRD3 agonist, aSyn yeast inh, Abeta yeast res, TDP43 rescue, EPAC2 ag, FUS suppressor
> O=C(CNC(=O)c1ccccc1)NCC(=O)OCC(=O)c1ccc(F)cc1
 : 0, 1%, -2, 5%, 3%, -14%, -6%, x
> Cc1cc(C)n(C(=O)c2ccc(NC(=O)C3CC3)cc2)n1
 : -3, 0%, 3, 4%, -10%, 24%, 5%, -16%

The results go on.
Values run as follows: D3 antag, EPAC2 antagonist, DRD3 agonist, aSyn yeast inh, Abeta yeast res, TDP43 rescue, EPAC2 ag, FUS suppressor
> O=C(CSCc1ccc(F)cc1)NCc1ccco1
 : 7, 16%, 8, 2%, -2%, -8%, 9%, 28%
> Cc1nn(CC(=O)O)c(C)c1N
 : 2, 7%, 8, 3%, 1%, -6%, -1%, 3%
> Cc1ccc(-n2ncc3c2CCCC3NC(=O)c2csnn2)cc1C (stereo unspecified)
 : -7, 3%, -8, 17%, -24%, u, 0%, 22%
> O=C(Cn1cnc2ccccc21)Nc1ccc2c(c1)OCCCO2
 : 28, 6%, 0, 4%, -5%, 8%, -1%, -9%
> Cn1c(=O)[nH]c(=O)c2c1[nH]c(=S)n2Cc1ccccc1
 : -11, 9%, 5, 0%, -4%, 9%, 7%, -25%
> O=C(NC1CCCC1)C(c1cccnc1)N(C(=O)c1csnn1)c1ccccc1Cl (stereo unspecified)
 : 9, -1%, 2, 0%, -4%, 9%, 6%, 11%
> CC1CC(C)(C)NC(=S)N1CCCC(=O)N1CCN(c2ccc(F)cc2)CC1 (stereo unspecified)
 : 44, -1%, 3, -4%, -7%, -1%, 7%, 17%
> O=C1Cc2ccccc2C(=O)N1OCc1ccc(Cl)cc1
 : -5, -4%, -1, 2%, -21%, u, -3%, -3%
> CC(C)(C)OC(=O)N1CCC[C@H]1c1nnc(SC/C=C/c2ccccc2)o1
 : 43, -3%, -3, -3%, 7%, u, 1%, 32%
> CCc1c(C)sc(NC(=O)C2CCCCC2C(=O)O)c1C(N)=O (stereo unspecified)
 : -9, -4%, 0, -32%[inhibitor], 20%, 1%, -11%, 14%
> COc1ccc(OC)c(NC(=O)CC(=O)Nc2ccc3nc4n(c(=O)c3c2)CCCCC4)c1
 : x, x, 6, x, -9%, 0%, x, 23%
> Cc1ccc(OCCN2CCN(C)CC2)c([N+](=O)[O-])c1
 : -53*, 17%, 7, 0%, 6%, -23%, 5%, x
> N#CC1=C(SCc2ccccc2Cl)NC(=O)C(C(N)=O)C1 (stereo unspecified)
 : -17, -2%, 4, 0%, 1%, 0%, 4%, -1%
> CCOC(=O)c1cccc(NS(=O)(=O)c2cc3[nH]c(=O)c(=O)[nH]c3cc2C)c1
 : x, x, 7, x, 2%, 21%, x, -17%
> CCCOC(=O)c1c(NC(=O)c2nc3ncccn3n2)sc(C(=O)OCC)c1C
 : x, x, 9, x, -8%, 21%, x, 3%
> Cc1ccc(C)c(NC(=O)NNC(=O)CCc2ccccc2)c1
 : -2, 7%, -2, 0%, 12%, 20%, 6%, 21%
> O=C(Cn1c(=O)n(-c2ccc(F)cc2)c(=O)c2sccc21)c1ccccc1
 : 3, 1%, 2, 11%, 19%, 18%, 10%, x
> Cc1nnc(NC(=O)CSCc2cc(=O)c3cc(Cl)ccc3[nH]2)s1
 : x, x, 7, x, -6%, 9%, x, -18%
> CSCCC(NS(=O)(=O)c1ccc(Cl)c(Cl)c1)C(=O)O (stereo unspecified)
 : 2, 5%, -5, 1%, -2%, -3%, -1%, -28%
> CCN1CCN(S(=O)(=O)c2ccc(Cl)c(C(=O)N(C)Cc3ccco3)c2)CC1
 : 11, 7%, -5, 0%, -5%, 27%, -1%, -13%

Shown as a markdown table: entries from further up
| Structure | D3 antag | EPAC2 antagonist | DRD3 agonist | aSyn yeast inh | Abeta yeast res | TDP43 rescue | EPAC2 ag | FUS suppressor |
| --- | --- | --- | --- | --- | --- | --- | --- | --- |
| CCCOC(=O)c1c(NC(=O)c2nc3ncccn3n2)sc(C(=O)OCC)c1C | x | x | 9 | x | -8% | 21% | x | 3% |
| Cc1ccc(C)c(NC(=O)NNC(=O)CCc2ccccc2)c1 | -2 | 7% | -2 | 0% | 12% | 20% | 6% | 21% |
| O=C(Cn1c(=O)n(-c2ccc(F)cc2)c(=O)c2sccc21)c1ccccc1 | 3 | 1% | 2 | 11% | 19% | 18% | 10% | x |
| Cc1nnc(NC(=O)CSCc2cc(=O)c3cc(Cl)ccc3[nH]2)s1 | x | x | 7 | x | -6% | 9% | x | -18% |

(listing goes on)
Values run as follows: D3 antag, EPAC2 antagonist, DRD3 agonist, aSyn yeast inh, Abeta yeast res, TDP43 rescue, EPAC2 ag, FUS suppressor
> CC(C(=O)NCc1ccc(Cl)cc1)n1ccc2cc(S(=O)(=O)N3CCCCCC3)ccc21 (stereo unspecified)
 : x, x, -6, x, 7%, 9%, x, 15%
> O=C(OCCN1C(=O)CCC1=O)c1ccc(S(=O)(=O)N2CCCCC2)cc1
 : 24, 1%, -12, -7%, -14%, -4%, 6%, -5%
> CCOC(=O)N1CCN(C(=O)c2cn(CC)c3ccc(S(=O)(=O)N4CCOCC4)cc3c2=O)CC1
 : 0, 15%, 4, -6%, x, -15%, 14%, 1%
> Cc1ccc(S(=O)(=O)NC(=O)C2(C)CCN2C(=O)Cc2ccc(Cl)cc2Cl)cc1 (stereo unspecified)
 : -2, -3%, -6, -7%, -9%, 17%, -1%, 23%
> COc1ccccc1NC(=O)NCC1(N(C)C)CCCCC1
 : -82*, -8%, -25, 0%, 1%, -5%, 29%, 30%
> COC(=O)[C@@]12C[C@@H](CC(=O)N3CCOCC3)C(=O)N(Cc3cccc4ccccc34)C1=CCC(C)(C)C2
 : 16, -22%, 2, 4%, 22%, 17%, 3%, u
> CCS(=O)(=O)c1nc2ccccc2n1CC(=O)N1CCCCC1
 : 9, -3%, 1, 3%, 3%[9.22 µM], 0%, 10%, -34%
> CCCN(CC(=O)Nc1cccc(S(N)(=O)=O)c1)CC(=O)Nc1ccc(F)c(F)c1F
 : 0, -12%, 4, 3%, -9%, 7%, 5%, -25%
> NC(=O)CSc1nnc(-c2cnccn2)n1Cc1ccco1
 : 0, 12%, 10, -1%, -8%, -26%, 3%, 26%
> CN1C(C)(C)c2ccccc2OS1(=O)=O
 : 32, -13%, 11, -6%, 11%, 8%, -1%, -37%
> CC1CCCC(C)N1C(=O)C1CC(c2ccc(F)cc2)=NO1 (stereo unspecified)
 : -20, -3%, 23, 1%, 7%, -17%, 8%, 18%
> CCOC(=O)c1c(S(=O)(=O)NCCc2cccs2)c(C)n(C)c1C
 : -21, -1%, -3, 0%, 10%, -9%, 6%, -8%
> O=C(NCCC(=O)N1CCN(c2ncccn2)CC1)c1ccccc1
 : 26, 11%[57.1 µM], 2, -9%, -4%, 2%, -1%, 10%

Only Abeta yeast res (3 entries from above):
smiles | Abeta yeast res
CCS(=O)(=O)c1nc2ccccc2n1CC(=O)N1CCCCC1 | 3%[9.22 µM]
CCCN(CC(=O)Nc1cccc(S(N)(=O)=O)c1)CC(=O)Nc1ccc(F)c(F)c1F | -9%
NC(=O)CSc1nnc(-c2cnccn2)n1Cc1ccco1 | -8%

Assay outcomes (PubChem BioAssay)
